High-throughput results: PubChem BioAssay, several laboratories
TNAP act hiacc = increases human TNAP activity under high phosphate acceptor concentration; P05186; 200,000 tested, under 10 active; purified TNAP, CDP-star luminescence, 1 M DEA, 30 min; stronger effect = higher value; 0 = EDTA background, 1 = DMSO-only activity; AID 1136; activation factor at 20 µM;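 active = activation factor at least 2 at 20 µM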
Target sequence (P05186 whole entry, looked up): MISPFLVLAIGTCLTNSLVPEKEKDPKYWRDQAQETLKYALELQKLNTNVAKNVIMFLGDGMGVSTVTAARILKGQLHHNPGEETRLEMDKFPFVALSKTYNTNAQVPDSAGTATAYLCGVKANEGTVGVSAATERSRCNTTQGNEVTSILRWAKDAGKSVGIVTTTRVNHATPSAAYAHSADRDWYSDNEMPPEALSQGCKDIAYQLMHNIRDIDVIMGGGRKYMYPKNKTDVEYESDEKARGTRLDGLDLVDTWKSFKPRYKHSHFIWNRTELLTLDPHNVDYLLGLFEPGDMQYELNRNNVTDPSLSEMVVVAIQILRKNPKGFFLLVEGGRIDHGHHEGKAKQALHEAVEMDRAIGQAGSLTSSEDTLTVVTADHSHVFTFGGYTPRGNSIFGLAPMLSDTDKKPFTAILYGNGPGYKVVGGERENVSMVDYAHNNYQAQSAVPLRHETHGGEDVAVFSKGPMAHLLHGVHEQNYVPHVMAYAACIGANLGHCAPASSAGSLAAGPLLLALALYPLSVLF
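Measured by: Luminescent substrate turnover signal | Test system: Human TNAP | Input: TNAP 1/800 final | Dosing: 20 µM single point | Schedule: 30 min, room temperature | Controls: EDTA wells as negative control, DMSO wells as positive control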
HMGR II inh = blocks class II HMG-CoA reductase of Enterococcus faecalis; purified E. faecalis HMGR, NADPH absorbance 340 nm kinetic; inhibition, % at 10 µM; 0.41% of 190,000 active;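 active = inhibition above a set limit, the median over all tested compounds plus 3 SD, cut at about 9.5% in these data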;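 note: enzyme runs in reverse so mevalonate oxidation gives rising NADPH absorbance; 0% = complete reaction with DMSO and 100% = background rate lacking mevalonate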
PPARg SRC3 recr = PPARgamma-driven SRC-3 recruitment agonism. biochemical PPARgamma/SRC-3 coactivator recruitment assay. activation, % at 8 µM. 0.26% of 200,000 active. AID 731; in the data active = activation above about 23%;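 note: 0% = DMSO and 100% = reference agonist; some compounds past the cut are filed as inactive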
Target sequence (P37231 whole entry, looked up): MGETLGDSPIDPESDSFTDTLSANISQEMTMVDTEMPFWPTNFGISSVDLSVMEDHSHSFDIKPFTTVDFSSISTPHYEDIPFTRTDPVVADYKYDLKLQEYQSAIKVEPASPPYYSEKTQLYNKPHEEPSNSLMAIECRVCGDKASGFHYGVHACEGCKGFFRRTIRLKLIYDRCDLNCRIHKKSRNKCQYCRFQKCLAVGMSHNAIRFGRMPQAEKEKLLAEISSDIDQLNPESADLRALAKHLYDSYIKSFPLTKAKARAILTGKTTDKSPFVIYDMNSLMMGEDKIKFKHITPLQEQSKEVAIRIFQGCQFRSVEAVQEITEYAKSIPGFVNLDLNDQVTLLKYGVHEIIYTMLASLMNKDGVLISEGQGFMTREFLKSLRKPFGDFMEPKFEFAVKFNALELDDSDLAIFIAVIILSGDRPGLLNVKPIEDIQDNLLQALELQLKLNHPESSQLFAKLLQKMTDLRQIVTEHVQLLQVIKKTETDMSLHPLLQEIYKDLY
PPARg SRC2 recr = PPARgamma-driven SRC-2 recruitment agonism. PPARgamma LBD-SRC-2 recruitment, biochemical. activation, % at 8 µM. 0.34% of 200,000 active. P37231. AID 1032; in the data active = activation above about 22%;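 note: 0% = vehicle and 100% = reference agonist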
bIAP activator = intestinal alkaline phosphatase (bovine) activation; 0.17% of 200,000 active; AID 1016; purified bovine IAP, CDP-star luminescence, 30 min; stronger effect = higher value; fold of DMSO-control signal, blank-subtracted; activation factor at 20 µM;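 active = activation factor of 2 or more at 20 µM, a signal rise over negative controls twice the positive control's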
PPARg SRC-1 ag = promotes SRC-1 coactivator recruitment by human PPARgamma. PPARgamma-SRC-1 coactivator recruitment biochemical assay. activation, % at 8 µM. 0.41% of 200,000 active. AID 631; in the data active = activation above about 19%;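 note: 0% = DMSO and 100% = reference agonist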
bIAP inhibitor = intestinal alkaline phosphatase (bovine) inhibition; purified bovine IAP, CDP-star luminescence, 30 min; inhibition, % at 20 µM; 190,000 tested, under 10 active;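 active = over 50% inhibition of intestinal alkaline phosphatase at 20 µM in the single-dose screen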
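System: purified bovine intestinal alkaline phosphatase (IAP) enzyme; Input: IAP diluted 1/65,000,000 in the well; Measured by: CDP-star luminescence signal; Compound dosing: 20 µM single dose; Incubation: 30 min reaction at room temperature.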
TNAP inh hi DEA = blocks human TNAP under high phosphate acceptor concentration | purified TNAP, CDP-star luminescence, 1 M DEA | inhibition, % at 20 µM | 0.03% of 200,000 active | AID 1135;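 active = over 50% inhibition of tissue-nonspecific alkaline phosphatase at 20 µM in the single-dose screen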;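 note: plate controls were DMSO wells for no effect and EDTA-quenched wells as full inhibition for full effect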
SRC2 TRFRET art = TR-FRET artefact, counter-screen to PPARgamma/SRC-2 agonist assay; stronger effect = higher value; AID 1049; 0.4% of 200,000 active; TR-FRET ratio at 8 µM; in the data active = TR-FRET ratio above about 2000; note: inactives centre near 1500
TNAP inh no acc = TNAP (human) inhibition, acceptor-free conditions | AID 1012 | purified TNAP, CDP-star luminescence, 30 min | P05186 | 0.26% of 200,000 active | inhibition, % at 20 µM;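 active = tissue-nonspecific alkaline phosphatase inhibition above about 50% at 20 µM in the single-dose screen, limit read from the data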;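 note: 0% = DMSO negative control and 100% = EDTA positive control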
Starred values were filed as active, the others as inactive; / = no result given.

SMILES	TNAP act hiacc	HMGR II inh	PPARg SRC3 recr	PPARg SRC2 recr	bIAP activator	PPARg SRC-1 ag	bIAP inhibitor	TNAP inh hi DEA	SRC2 TRFRET art	TNAP inh no acc
CC(C)(C)C(=O)Nc1ccc(C(=O)NNC(=O)c2ccccc2)cc1	1.1	-2	2	-1	1.1	-7	-9	-7	1479	-12
CCOC(=O)c1c(NC(=O)CN2CCCc3ccccc32)sc(C)c1C	1	-4	1	11	0.8	-1	22	-2	1631	-7
Cc1nc(CNS(=O)(=O)c2cc(F)ccc2F)cs1	1	-3	7	15	1	4	0	2	1511	-4
CCOc1ccccc1NC(=S)Nc1ncccc1C	1	-1	1	0	1	2	-4	-1	1697	11
O=C(c1sc2ccccc2c1Cl)N1CCN(c2ccc(F)cc2)CC1	1	-2	-2	1	0.7	4	25	0	1601	-1
NC(=S)N/N=C\c1ccccc1OCc1ccccc1	1.1	0	0	4	0.8	-2	20	-6	1530	-5
COc1ccc(OC)c(CN2C(=O)CCC2(C)C(=O)NC2CCCCCC2)c1 (centres undefined)	1	0	8	-3	1	-7	-4	1	1475	-8
Cc1noc(NS(=O)(=O)c2ccc(N/C=C/C(=O)c3ccccc3)cc2)c1C	1	2	9	12	0.9	4	8	-1	1657	-9
O=[N+]([O-])c1ccc(OC/C=C2\Oc3ccc([N+](=O)[O-])cc3C2N2CCOCC2)cc1 (centres undefined)	1	-2	1	0	1	5	-1	2	1433	13
COc1cc(Cl)c(S(=O)(=O)N2CCN(Cc3ccc4c(c3)OCO4)CC2)cc1Cl	1.1	-9	1	4	0.9	10	8	-6	1584	-4
COc1ccc(C(=O)NCCn2ccc3ccccc32)c(OC)c1	1.1	-2	-1	-6	1.1	-6	-6	-6	1294	1
Cc1cc(C)n(CC(C)Nc2nc3nonc3nc2N2CCCCC2)n1 (centres undefined)	1	-5	2	8	1	4	4	0	1508	-5
Cc1cc(C)c2nc(Cl)c(CN(Cc3ccco3)C(=O)Nc3ccccc3C)cc2c1	1	2	11	19	1	11	5	-4	1722	-12
Cc1c(NC(=O)/C(C#N)=C/c2ccc(-c3ccc(Cl)c(Cl)c3)o2)c(=O)n(-c2ccccc2)n1C	0.9	-8	1	9	1.4	0	-39	8	1599	4
CC(C)(C)C(=O)Nc1nnc(SCc2ccc(F)cc2)s1	1	2	6	0	0.8	1	16	-4	1534	-29
Cc1nn(C)c(C)c1S(=O)(=O)N1CCC(C(=O)NCCC2=CCCCC2)CC1	1.1	1	-6	-10	1	4	2	-7	1546	0
Cc1ccc(/C=N/NC(=O)CN(Cc2ccccc2)S(=O)(=O)c2ccc3c(c2)OCCO3)cc1	1	0	-1	-5	1	2	2	0	1465	-19
COc1ccccc1Nc1n[nH]c(=S)s1	1	-7	5	10	0.8	2	17	-3	1786	0
Cc1[nH]cc(Br)c(=O)c1Oc1ncc(C(F)(F)F)cc1Cl	1	0	5	-2	1.1	1	-6	-1	1585	-12
CCCCN(CC)CCCNC(=O)CS(=O)(=O)Cc1nc(-c2cccc(OC)c2)oc1C	1	3	-4	2	1.1	0	-13	4	1648	6
COc1ccc(OCCC(=O)Nc2cc(C)on2)cc1	1	-1	-2	8	0.9	0	6	1	1411	-5
CC(C)=CCc1c(O)ccc(C(=O)Cc2ccccc2)c1O	1	2	3	9	0.9	4	6	-4	1538	-10
Cc1ccc(C(=O)OCCn2cc(C#N)c(=O)[nH]c2=O)cc1	1	-1	-2	5	1	1	1	-2	1588	-3
O=[N+]([O-])c1cccc(-c2nc(-c3ccncc3)no2)c1	1	-3	5	-4	0.9	-2	11	0	1489	-10
NC(=O)Cc1c[nH]c2cccc(O)c12	1	4	-2	4	1	3	-4	-3	1406	-12

An excerpt from above in order of length of the SMILES, largest number first:
SMILES	TNAP act hiacc	HMGR II inh	PPARg SRC3 recr	PPARg SRC2 recr	bIAP activator	PPARg SRC-1 ag	bIAP inhibitor	TNAP inh hi DEA	SRC2 TRFRET art	TNAP inh no acc
Cc1ccc(/C=N/NC(=O)CN(Cc2ccccc2)S(=O)(=O)c2ccc3c(c2)OCCO3)cc1	1	0	-1	-5	1	2	2	0	1465	-19
Cc1cc(C)c2nc(Cl)c(CN(Cc3ccco3)C(=O)Nc3ccccc3C)cc2c1	1	2	11	19	1	11	5	-4	1722	-12
Cc1nn(C)c(C)c1S(=O)(=O)N1CCC(C(=O)NCCC2=CCCCC2)CC1	1.1	1	-6	-10	1	4	2	-7	1546	0
COc1ccc(OC)c(CN2C(=O)CCC2(C)C(=O)NC2CCCCCC2)c1 (centres undefined)	1	0	8	-3	1	-7	-4	1	1475	-8
CC(C)(C)C(=O)Nc1ccc(C(=O)NNC(=O)c2ccccc2)cc1	1.1	-2	2	-1	1.1	-7	-9	-7	1479	-12
O=[N+]([O-])c1cccc(-c2nc(-c3ccncc3)no2)c1	1	-3	5	-4	0.9	-2	11	0	1489	-10

Additional records follow.
SMILES	TNAP act hiacc	HMGR II inh	PPARg SRC3 recr	PPARg SRC2 recr	bIAP activator	PPARg SRC-1 ag	bIAP inhibitor	TNAP inh hi DEA	SRC2 TRFRET art	TNAP inh no acc
C#CCNC(=O)C1=C[C@@H](c2csc3ccccc23)[C@H](CCCO)[C@@H](OCC)O1	1	2	2	15	1	3	0	-2	1528	-6
CCOC(=O)c1nn(-c2ccccc2)c(-c2ccccc2)c1C(=O)c1ccccc1	1.1	4	0	2	1	5	4	-5	1472	-8
COc1cc(C2C(C#N)=C(N)Oc3c2c(-c2ccccc2)nn3-c2ccccc2)cc(OC)c1OC (centres undefined)	1	5	4	6	1	4	3	-1	1640	-12
O=c1ncn(-c2ccccc2F)c2ncccc12	1	3	4	4	1	-1	-1	2	1566	-3
O=C(CCn1nnc(-c2cccs2)n1)NC1CCCCC1	1	1	7	-6	0.8	8	18	-4	1440	-9
CCOC(=O)C1(CC2CCCCO2)CCN(Cc2cc(F)ccc2-n2cccn2)CC1 (centres undefined)	1	-4	-2	0	1.1	-3	-6	-1	1367	-7
CN(C)C=NC(=O)c1cc(C(=O)c2ccc(Cl)cc2)c[nH]1	1	-2	1	8	1	2	1	-2	1626	-2
CCOC(=O)c1oc2c(CN3CCCCC3C)c(O)ccc2c(=O)c1-c1ccc(OC)c(OC)c1 (centres undefined)	1	0	9	6	1	1	4	2	1567	-6
CC1=C(C(=O)N2CCOCC2)C(c2ccccc2F)NC(=O)N1 (centres undefined)	1	-4	3	-5	1.1	8	-9	-1	1544	-14
O=C(O)c1ccc(COc2c(F)c(F)cc(F)c2F)o1	1	1	-6	3	1	-4	4	-2	1412	-11
O=C1NC(=O)/C(=C\c2ccccc2OCc2ccccc2)S1	1	-7	0	-5	0.8	5	20	-2	1647	-10
COCCn1c(SCC(=O)Nc2cc(C(C)(C)C)nn2-c2ccccc2)nnc1-c1ccncc1	1	4	4	-1	0.9	-2	14	-4	1609	-11
COc1ccccc1NC(=O)CN1C(=O)NC(CC(C)C)C1=O (centres undefined)	1	-7	-1	3	0.9	4	11	-5	1561	-11
CN1C(=O)c2ccc(NC(=S)NC(=O)C(C)(C)C)cc2C1=O	1	-3	4	4	1	7	-1	1	1494	-4
COc1ccc(C(=O)NNC(=O)c2ccccc2[N+](=O)[O-])cc1[N+](=O)[O-]	1	-4	2	10	1.3	-3	-27	-3	1691	-8
O=C(CSc1nc(O)cc(=O)n1-c1ccccc1)NC1CCCCC1	1	0	2	5	1.2	5	-16	-4	1515	-9
O=C(c1ccccn1)N1CC=C(c2ccccc2)CC1	1.1	2	0	6	1	8	-3	-5	1715	-13
O=C(COC(=O)C1(c2ccc(Cl)cc2)CCCC1)NCc1ccco1	1.1	-7	-1	-3	0.9	2	11	-7	1697	-9
CCCCN(C(=O)c1cccc2c(=O)c(C)c(-c3ccccc3)oc12)c1ccccc1	1	-4	-3	-4	1	-7	2	0	1668	-9
O=C(CCn1cnc2ccccc21)N/N=C/c1ccccc1O	1	-2	-3	13	0.9	-3	6	1	1621	-95
Cc1ccc(-c2nn3c(C)nnc3s2)cc1NC(=O)c1ccc(OC(C)C)cc1	1.1	-1	15	2	1.1	-1	-12	-7	1721	-16
COc1ccc(N2CCN(C(=O)C3CCCN(S(=O)(=O)c4cccc5cccnc45)C3)CC2)cc1 (centres undefined)	1.1	-8	-4	-3	1.1	4	-9	-6	1617	21
O=C(COc1ccc(Cl)cc1)OCc1csc(Nc2ccccc2)n1	1	-10	-3	4	1.2	-1	-21	-3	1503	0
Oc1ccc(-c2[nH]nc(-c3ccccc3)c2-c2nc3ccccc3[nH]2)cc1	1.1	-1	2	-1	1	7	0	-6	1522	20
CN(Cc1ccccc1)C(=O)CCc1ccccc1	1.1	-2	-2	-2	1	5	2	-8	1614	0

The list continues:
SMILES	TNAP act hiacc	HMGR II inh	PPARg SRC3 recr	PPARg SRC2 recr	bIAP activator	PPARg SRC-1 ag	bIAP inhibitor	TNAP inh hi DEA	SRC2 TRFRET art	TNAP inh no acc
O=C(c1ccc(CN2CCc3ccccc3C2)cc1)N1CCc2ccccc2C1	1	-4	6	16	0.9	9	5	-5	1552	-12
Cn1cc(CNCc2ccc(OC(F)(F)F)cc2)c(-c2ccc3c(c2)OCCO3)n1	1	2	8	-1	1.1	8	-5	-2	1594	-4
COc1cc2c(cc1OC)CN(CCC(=O)c1ccc(Br)cc1)CC2	1	1	4	8	1.1	2	-14	-4	1579	-9
CCOC(=O)c1sc(NC(C)=O)cc1C	1	2	0	-2	0.8	4	18	0	1654	-10
Cc1cc(C)cc(NS(=O)(=O)c2ccc3oc(=O)ccc3c2)c1	1	-4	-5	-15	1	-5	0	-5	1271	-6
Fc1cnc(N2CCOCC2)nc1N1CCc2ccccc21	1	-11	-5	8	0.8	2	24	2	1687	-6
COc1ccc(Cn2nnnc2CN2CCC(O)(c3ccccc3F)CC2)cc1	1.1	-2	-1	-2	1	5	-1	-5	1560	-5
COc1ccc(NC(=O)Nc2ccncc2)c(OC)c1	1	-4	1	-5	1	-2	2	-5	1411	-11
O=C(CSc1ccccc1)N1CCc2ccccc21	1	0	-2	6	0.6	-2	37	-2	1567	-8
Cc1[nH]c2ccc(C(=O)NCC(C)(C)N3CCOCC3)cc2c1C	1	-1	-1	4	1.1	-4	-12	-2	1439	-5
Cc1nc(SCC(=O)c2cc3ccccc3oc2=O)c(C#N)c(-c2cccs2)c1C(=O)Nc1ccccc1	1	3	5	0	0.9	-3	12	0	1568	-3
NC(=O)Cn1nc([N+](=O)[O-])nc1Oc1ccc(Br)cc1	1	-5	-1	8	1.1	-1	-15	2	1590	-20
CCc1nnc(NC(=O)C(=O)NCCOC(=O)c2ccccc2Cl)s1	1.1	/	5	13	1	3	0	-7	1645	-10
OC(C#CCN1CCOCC1)(c1ccccc1)C1CC1 (centres undefined)	1	-6	0	-4	0.9	-4	7	-3	1592	-6
CCCCn1nnc(NC(=O)c2ccc(-c3cccc([N+](=O)[O-])c3)o2)n1	1	3	-6	-4	1	3	-4	-3	1387	-12
COC(=O)Cc1c[nH]c2cccc(OCC(O)CN(Cc3ccc([N+](=O)[O-])cc3)C(C)(C)C)c12 (centres undefined)	1	-2	-14	6	1	-4	-2	-3	1448	10
CCOC(=O)C1(Cc2ccc(OC)cc2)CCN(C(=O)c2sc(C)nc2C)CC1	1	-3	-1	9	1.1	5	-6	-3	1566	-7
Cn1c(N)c(C(=O)COC(=O)c2cc(-c3ccco3)nc3ccccc23)c(=O)n(C)c1=O	1	0	2	-1	0.9	2	13	4	1547	0
S=C(NCCSCc1c(Cl)cccc1Cl)Nc1ccccc1	1.1	-3	5	6	0.7	1	26	-11	1540	-28
O=C(O)COc1cccc(NC(=O)C2CCCO2)c1 (centres undefined)	1	-1	-6	6	0.9	0	7	-2	1639	-9
